# From PubChem
# Runt-SMMHC FRET: inhibitors of RUNX1 Runt–CBFb-SMMHC binding, primary screen, biochemical, FRET, Cerulean-Runt, Venus-CBFb-SMMHC, uHTS; Cerulean-Runt/Venus-CBFb-SMMHC FRET ratio 530/480, 1 h; inhibition, % at 20 µM; 0.74% of 220,000 active;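 active = mean inhibition across duplicate retests at 20 µM reaching about 50%, limit read from the data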;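 also: 0% = DMSO wells and 100% = wells with excess untagged CBFb-SMMHC; inhibitors lower the FRET ratio by blocking Runt binding to CBFb-SMMHC; some results filed as inactive read as strong as hits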
# p97 inhibitor: inhibitors of human p97 ATPase, primary screen, biochemical. inhibition, % at 8 µM. 0.42% of 220,000 active. Transitional endoplasmic reticulum ATPase (Homo sapiens), P55072. recombinant p97 ATPase, Kinase-Glo ATP luminescence, 3 h; in the data active = inhibition above about 15%;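 also: 0% = DMSO vehicle and 100% = wells lacking enzyme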
# Target sequence (P55072 whole entry, looked up): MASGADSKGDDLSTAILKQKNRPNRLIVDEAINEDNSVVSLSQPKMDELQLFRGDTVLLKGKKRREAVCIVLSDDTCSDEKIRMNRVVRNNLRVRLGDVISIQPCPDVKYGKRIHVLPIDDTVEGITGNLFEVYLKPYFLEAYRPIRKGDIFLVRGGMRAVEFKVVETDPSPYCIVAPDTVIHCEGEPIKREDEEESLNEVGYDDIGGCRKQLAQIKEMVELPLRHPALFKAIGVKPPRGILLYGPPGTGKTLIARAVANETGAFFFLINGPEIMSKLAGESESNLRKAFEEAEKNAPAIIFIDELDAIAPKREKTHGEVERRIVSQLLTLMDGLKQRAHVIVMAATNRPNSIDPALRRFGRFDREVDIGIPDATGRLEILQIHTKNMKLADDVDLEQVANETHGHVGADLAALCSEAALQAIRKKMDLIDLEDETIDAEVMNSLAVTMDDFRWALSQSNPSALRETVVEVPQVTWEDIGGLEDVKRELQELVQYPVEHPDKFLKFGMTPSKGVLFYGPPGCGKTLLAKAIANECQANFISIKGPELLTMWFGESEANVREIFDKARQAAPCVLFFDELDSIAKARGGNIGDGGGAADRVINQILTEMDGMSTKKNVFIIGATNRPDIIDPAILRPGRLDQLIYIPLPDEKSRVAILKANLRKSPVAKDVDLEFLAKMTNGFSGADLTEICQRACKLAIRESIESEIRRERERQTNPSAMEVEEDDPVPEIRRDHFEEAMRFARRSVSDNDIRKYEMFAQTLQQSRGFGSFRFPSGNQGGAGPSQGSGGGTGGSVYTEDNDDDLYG
# RBBP9 inhibitor: human RBBP9 inhibitors, primary screen, biochemical, fluorescence polarization, FP-Rh probe, HTS. Serine hydrolase RBBP9 (Homo sapiens), O75884. recombinant RBBP9. inhibition, % at 7.94 µM. 0.2% of 220,000 active. AID 1515, 2009;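 active = inhibition above the campaign mean of all tested compounds plus 3 SD, cut at about 14% in these data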;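 also: plate controls were DMSO wells with RBBP9 for no effect and wells lacking RBBP9 protein for full effect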
# Target sequence (O75884 whole entry, looked up): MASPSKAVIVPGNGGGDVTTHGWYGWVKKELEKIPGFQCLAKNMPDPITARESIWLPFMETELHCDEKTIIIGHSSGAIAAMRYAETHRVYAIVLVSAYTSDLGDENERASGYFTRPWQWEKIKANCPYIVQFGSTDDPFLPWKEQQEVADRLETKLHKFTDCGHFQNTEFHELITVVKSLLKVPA
#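 System: RBBP9 protein / Buffer or medium: Tris/NaCl buffer pH 8.0 with 0.1% Pluronic / Probe or stimulus: Serine-hydrolase probe FP-Rh, 375 nM pre-mixing / Dosing: 7.94 µM single dose, 0.794% DMSO / Times: enzyme-compound preincubation 30 min, then probe labeling 45 min, 25 °C / Technique: fluorescence polarization (mP), excitation 525 nm, emission 598 nm / Replication: singlicate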
# TbHK1 inh: Trypanosoma brucei hexokinase 1 inhibitors, primary screen, biochemical, G6PDH-coupled NADH absorbance, MLSCN library | recombinant TbHK1, G6PDH-coupled NADH A340 | hexokinase 1 [Trypanosoma brucei] | 0.11% of 220,000 active | inhibition, % at 10 µM;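 active = inhibition of 50% or more in the single-dose primary screen; inactive = inhibition below 50%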
# Runt-CBFb FRET: inhibitors of RUNX1 Runt–CBFb binding, primary screen, biochemical, FRET, Cerulean-Runt, Venus-CBFb, uHTS. Runt-related transcription factor 1 (Homo sapiens) + Core-binding factor subunit beta …. Cerulean-Runt/Venus-CBFb FRET ratio 530/480, 1 h. inhibition, % at 20 µM. 0.46% of 220,000 active;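 active = inhibition over about 50% at 20 µM in the single-dose screen, limit read from the data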;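 also: 0% = DMSO wells and 100% = excess unlabeled CBFb competitor control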
#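 Assay system: Cerulean-tagged RUNX1 Runt domain (FRET donor) fusion protein / Amount: 100 nM each of Venus-CBFb and Cerulean-Runt domain / Medium: Tris buffer pH 7.5 with salts and BSA / Also added: Venus-CBFb 100 nM / Schedule: 1 h complex formation plus 1 h compound treatment, room temperature / Signal: FRET fluorescence / Read-out: loss of energy transfer signal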
# p47phox inh: p47phox/p22phox peptide binding inhibitors, primary screen, biochemical, uHTS, NADPH oxidase regulatory subunit; Neutrophil cytosol factor 1 (Homo sapiens), P14598; fluorescence polarization, 2 h; inhibition, % at 24.7 µM; 0.53% of 220,000 active;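 active = inhibition above about 30%, limit read from the data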;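 also: 0% = p47phox with labelled peptide and 100% = labelled peptide alone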
# EBV gp42 inh: Epstein-Barr virus gp42 inhibitors, primary screen, biochemical, uHTS, fluorescence polarization | Fluorescence polarization binding assay, mP read-out | 0.42% of 220,000 active | inhibition, % (tested at 21.74 µM) | Glycoprotein 42 (Epstein-Barr virus (strain AG876)), Q1HVG2 | AID 1085, 2008; in the data active = inhibition above about 50%
# Furin inhibitor: human furin inhibitors, primary screen, biochemical, fluorescence intensity. inhibition, % at 30 µM. purified furin, fluorogenic substrate cleavage. 0.061% of 220,000 active. AID 463115, 2010. P09958; in the data active = inhibition above about 25%; also: inactives centre near -15
# Calpain2 inh: inhibitors of pig calpain II, primary screen, biochemical, fluorogenic peptide substrate, 1536-well; inhibition, % at 16 µM; 0.37% of 220,000 active; purified calpain II, 30 min;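 active = inhibition above about 50%, limit read from the data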
# * marks the source's active call; other numbers are inactive results; i = inactive; . = not tested or not shown; [ ] = dose if it differs, or a comment.
SMILES,Runt-SMMHC FRET,p97 inhibitor,RBBP9 inhibitor,TbHK1 inh,Runt-CBFb FRET,p47phox inh,EBV gp42 inh,Furin inhibitor,Calpain2 inh
CC(=O)NC1CCCN(O)C(=O)/C=C(\C)CCOC(=O)C(NC(C)=O)CCCN(O)C(=O)/C=C(\C)CCOC(=O)C(NC(C)=O)CCCN(O)C(=O)/C=C(\C)CCOC1=O (centres undefined),-2,1,-2,-5,1,2,-12,-17,-2
CCOC(=O)C1=C(N)Oc2cc(O)ccc2C1c1cccnc1 (centres undefined),-8,5,-1,1,0,-2,-11,-15,-11
O=C(/C=C/c1ccccc1)Oc1ccccc1C(=S)N1CCOCC1,-3,-5,-16,5,-1,-4,10,-9,1
O=C(c1ccccc1-c1ncc[nH]1)N1CCc2c([nH]c3ccccc23)C1c1ccccn1 (centres undefined),-5,5,4,-7,1,-5,-5,-16,-29
Cc1cc2ccccn2c1C(=O)Nc1ccc(Cl)cc1,0,4,-2,-8,4,0,-10,3,-67
CCOC(=O)CC(NC(=O)c1cc2cccc(OC)c2oc1=O)c1cccc([N+](=O)[O-])c1 (centres undefined),6,-5,-4,-10,10,-10,7,-15,34
Cc1ccc2cc(CN(CCN(C)C)C(=S)Nc3ccccc3)c(=O)[nH]c2c1C,0,5,-9,-10,1,-17,-6,-16,-20
Cc1ccc(NC(=O)N2CCC(c3nc4c(nnn4Cc4c(F)cccc4Cl)c(=O)[nH]3)CC2)cc1,3,4,-2,-2,-2,-6,-9,-23[20 µM],-113
Cc1ccc2nc(C3CCN(C(=O)NCc4ccccc4)CC3)[nH]c2c1,0,-2,2,0,-1,-1,3,-17,30
O=C(NC(=S)Nc1cccc(F)c1)c1cccc([N+](=O)[O-])c1,-3,4,-1,-2,4,-1,-13,-25,-6
CC1CCCCN1C(=O)C12CCC(C)(/C(=N/O)C1)C2(C)C (centres undefined),1,1,-3,1,-1,37*,-3,-14,28
COc1cc(C2=Nc3ccc(Br)cc3C(c3ccccc3)N2CC(=O)NN)cc(OC)c1OC (centres undefined),1,1,-14,-49,-2,-1,-6,-18,-23
CCc1cc2c(nc1CC)CCN(CC/C(C)=N/O[C@@H](C)c1cc(-c3c(C)cc(C)cc3C)no1)C2,-7,4,-4,-7,-8,-64,-23,-16,3
CC(C)CCNC(=O)CN(C(=O)CCC(=O)Nc1ccccn1)c1ccc(F)c(Cl)c1,-7,1,-12,-3,-2,0,-1,-20,-11
CCOC(=O)c1[nH]c(C)c(C(=O)N2CCN(c3cccc(Cl)c3)CC2)c1C,0,-1,-14,-4,-4,-11,-1,-15,-20
O=C1CCC/C1=C/Nc1ccc2c(c1)OCO2,-6,3,-3,-24,3,6,1,0[20 µM],-126
CC1Cc2ccccc2N1C(=O)Cn1c(=O)oc2cc(S(=O)(=O)N3CCCCC3)ccc21 (centres undefined),1,5,-8,-9,3,-136,-52,-29,-82
C(#Cc1ccc(C#CCN2CCOCC2)cc1)CN1CCOCC1,-4,6,-5,1,-2,0,-10,-27,-12
COC(=O)c1ccc(SCc2cnc(Cl)s2)cc1,2,-7,-4,-1,3,-7,-6,0[20 µM],0
Nc1cc(=O)[nH]c(SCC(=O)Nc2ncc(C(F)(F)F)cc2Cl)n1,-6,5,1,-2,2,-4,-10,-27,9
COc1ccccc1C(CC(=O)N1CCCC1)c1ccc2c(c1)OCO2 (centres undefined),1,7,10,-9,2,-7,-27,-10,12
O=C(c1cccc(OC2CCN(C3CCCC3)CC2)c1)N1CCCCCCC1,8,-2,-4,15,1,-2,7,-11,22
Cc1sc2nc(SCC(N)=O)n(-c3ccccc3)c(=O)c2c1C,0,4,-2,-9,0,-2,0,-9,-20
Cc1cc(C)nc(Nc2n[nH]c(-c3ccc(C(C)(C)C)cc3)n2)n1,5,4,1,-6,0,-6,-13,-24,-6
Cc1cccc2c1[nH]c1nc(N/N=C\c3ccco3)nnc12,-2,1,2,-8,3,-17,8,-18[20 µM],-78
CC(=O)Nc1ccc(N2C(=O)c3cccc(NC(C)=O)c3C2=O)cc1,4,2,-6,-13,-1,-6,-18,-32,0
Cc1cccc(Oc2cc(N)cc([N+](=O)[O-])c2)c1,-3,3,7,-7,-3,-5,-11,-7[20 µM],50
CCOc1ccc(CN(C)CC(=O)Nc2cccc(S(=O)(=O)N(C)c3ccccc3)c2)cc1,-1,-6,-6,-1,-2,0,-5,-21,10
O=C(COC(=O)[C@H](Cc1ccccc1)N1C(=O)c2ccccc2C1=O)Nc1ccc2c(c1)OCO2,-1,0,-4,2,2,-15,-7,-6[20 µM],35
N#CCCN(C(=O)COC(=O)c1ccc(S(=O)(=O)Nc2ccccc2)cc1)c1ccccc1,-3,2,-3,1,-2,-23,0,-13,-24
NC(=O)c1c(NC(=O)c2cc3ccccc3o2)sc2c1CCC2,-4,-8,-8,-13,2,-43,-7,-11,-467
CCN1C(=O)c2cccc3c(S(=O)(=O)NC(Cc4c[nH]c5ccccc45)C(=O)O)ccc1c23 (centres undefined),-1,2,2,-8,3,-6,-3,-16[20 µM],-41
CC(C)CN1CCN(Cc2ccc3ncccc3c2)CC1CCO (centres undefined),-3,-4,-6,-5,-2,6,-11,-22,31
CC(=O)Nc1c(C(=O)N2CCOCC2)cnn1-c1ccc(C)c(C)c1,-2,-4,-5,-1,-2,-6,5,-18[20 µM],9
CCC(=O)Nc1ccc(-c2cc(-c3ccccc3)nc(-c3ccc(NC(=O)CC)cc3)n2)cc1,7,4,-15,-28,-2,-6,-2,-9,-20
O=C(C1CCN(S(=O)(=O)N2CCOCC2)CC1)N1CCN(Cc2ccccc2)CC1,-4,2,-2,47,-3,-2,1,-20,-1
O=C(Nn1cnc2ccccc2c1=O)c1ccc([N+](=O)[O-])cc1Cl,1,-1,-1,-4,-3,1,-24,-32,-27
CC(C)C12CN3CC(C(C)C)(CN(C1)C3c1ccc3c(c1)OCO3)C2=O (centres undefined),-2,-1,-11,0,0,-2,-1,-13[20 µM],11
CSCC(=O)Nc1cc(C)on1,-6,8,0,1,2,2,-18,-24,7
Cc1ccc(NC(=O)CN2C(=O)S/C(=C\c3cccn3-c3cccc(C(=O)O)c3)C2=O)c(C)c1,-15,-1,-9,0,-6,-94,42,-7[20 µM],-47
Cn1cnc([N+](=O)[O-])c1N=C(N)N,0,7,-5,-20,3,2,4,-13,6
Cc1ccc(S(=O)(=O)N2CCOCC2)cc1C(=O)OCC(=O)Nc1ccc2c(c1)OCO2,-2,-5,-8,5,1,-3,-1,3[20 µM],4
CC1=C(C(=O)N2CCOCC2)C(c2ccc(Cl)cc2)NC(=S)N1 (centres undefined),-6,6,-7,-7,2,-6,-4,-12,-7
COc1ccc(CCNC(=O)C2Cc3ccccc3C(=O)O2)cc1 (centres undefined),-6,2,-4,0,-1,4,-3,-10,4
O=C(Nc1nnc(Cc2ccccc2)s1)c1ccco1,2,-1,-6,-20,3,-8,-25,-14[20 µM],10

# Among those listed so far, these have a thiophene ring, fused or not:
SMILES,Runt-SMMHC FRET,p97 inhibitor,RBBP9 inhibitor,TbHK1 inh,Runt-CBFb FRET,p47phox inh,EBV gp42 inh,Furin inhibitor,Calpain2 inh
Cc1sc2nc(SCC(N)=O)n(-c3ccccc3)c(=O)c2c1C,0,4,-2,-9,0,-2,0,-9,-20
NC(=O)c1c(NC(=O)c2cc3ccccc3o2)sc2c1CCC2,-4,-8,-8,-13,2,-43,-7,-11,-467

# Part of the list above, showing only p47phox inh and Runt-CBFb FRET.
molecule | p47phox inh | Runt-CBFb FRET
O=C(C1CCN(S(=O)(=O)N2CCOCC2)CC1)N1CCN(Cc2ccccc2)CC1 | -2 | -3
O=C(Nn1cnc2ccccc2c1=O)c1ccc([N+](=O)[O-])cc1Cl | 1 | -3
CC(C)C12CN3CC(C(C)C)(CN(C1)C3c1ccc3c(c1)OCO3)C2=O (centres undefined) | -2 | 0
CSCC(=O)Nc1cc(C)on1 | 2 | 2

# Next results follow:
SMILES,Runt-SMMHC FRET,p97 inhibitor,RBBP9 inhibitor,TbHK1 inh,Runt-CBFb FRET,p47phox inh,EBV gp42 inh,Furin inhibitor,Calpain2 inh
CC(=O)NC(Cc1ccccc1C)C(=O)NC1CCN(C(=O)c2cccc(C)c2)CC1 (centres undefined),2,4,-4,-3,-1,-4,11,-17,-3
COc1cc(/C=N\NC(=O)c2c(C)nc3cc(C)ccn23)ccc1O,0,-4,-6,-56,2,-7,8,-6,-4
CN(c1ccc(C(=O)Nc2ccccc2C(=O)N2CCOCC2)cc1)S(C)(=O)=O,4,9,-3,-2,-1,2,0,7[20 µM],20
C/C(CC(=O)N1CCCC1)=N\NC(=O)c1cc2ccccc2cc1O,-62,0,0,-2,-37,4,15,-8,11
O=C(CNCC1CCCCC1)Nc1ccccc1N1CCCCC1,-3,-4,-1,8,.,-7,-1,-18[20 µM],2
Cc1ccc(OC(=O)c2oc3ccc(F)cc3c2C)c(C)c1,-2,2,1,-7,3,-5,-3,0[20 µM],25
CCCC(=O)Nc1ccc(-c2nc3cc(C)c(C)cc3o2)c(O)c1,-3,-3,-11,-25,1,-46,-11,-63,i
CC(=O)c1cc(C#N)c(SCc2ccc([N+](=O)[O-])cc2)nc1C,-6,0,-3,-10,0,-3,-5,-17,30
COc1cc(C2C(C#N)=C(N)N(Nc3ccccc3)C3=C2C(=O)CC(C)(C)C3)ccc1OCc1cccc(F)c1 (centres undefined),14,-1,-15,-15,5,-3,-22,13[20 µM],-107
Cc1c(NC(=O)OCCSc2nc(N(C)C)nc(N(C)C)n2)sc(=S)n1C,-2,-7,-3,-20,2,-11,3,-6[20 µM],-15
Cc1[nH]n(-c2nc(-c3ccccc3)cc(=O)[nH]2)c(=O)c1CCO,-1,3,1,-5,1,1,-3,-20,2
CCOC(=O)c1sc(=S)n(-c2ccccc2)c1NC(C)=O,-1,5,-5,-32,1,-19,-10,-14,-20
CCc1cccc2c(-c3csc(=NC)n3C)c[nH]c12,3,-3,-14,3,2,-3,-3,-18,36
C/C(=N\Nc1ccc(C(=O)O)cc1)c1nc2ccccc2n1C,-1,4,-6,-44,0,-10,19,-12,14
COc1ccc(C(=S)N2CCN(C)CC2)cc1,25,2,2,-2,33,-1,-16,-23[20 µM],-10
O=C1NN(c2cccc(Br)c2)C(=O)/C1=C/c1cccs1,14,17*,-2,-39,22,8,-2,-10,26
N/C(=N\OC(=O)CCCOc1ccccc1)c1cccc([N+](=O)[O-])c1,0,-1,-2,-2,-1,-6,-5,-15,-11
CCNC(=O)c1c(C)nc2ccccn12,-3,-6,-7,-3,-3,6,-6,-16,21
CCCn1c(=O)c2ccccc2n2c(SCc3nnc(-c4ccccc4Br)o3)nnc12,4,4,1,2,-2,-2,6,1,-27
CC(C)OC(=O)CSc1nc(-c2ccc(F)cc2)nc2ccc(F)cc12,-2,-4,-4,-15,-3,-4,-6,-24[20 µM],2
